Bioassay records as filed in PubChem BioAssay.
Hep lipid drop = modulators of hepatic lipid droplet formation | AML12 mouse hepatocytes, oleate lipid droplets, BODIPY imaging | inhibition, % at 6.5 µM | 0.4% of 240,000 active | AID 1656;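 active means lipid droplet intensity inhibited by at least 50%, with more than 500 cells counted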
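Material – mouse AML12 hepatocyte cell line, fixed after treatment · Compound dosing – one dose, 6.5 µM compound · Times – compound with oleate, overnight · Measured by – Image-based BODIPY and DAPI two-channel analysis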
T cell modulator = modulates CD8 T cell binding to vesicles; 0.068% of 330,000 active; AID 2052; calls only at 7 µM; 2C CD8+ T cell-vesicle binding, flow cytometry; stronger effect = lower value;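 active means response, share of CD8 T cells binding vesicles, and their 90th percentile fluorescence all below set limits, cut at about 80% in these data, passing the limit was not always enough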
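Material: murine 2C transgenic CD8+ T lymphocytes / Also added: QL9-peptide-loaded Drosophila micro-vesicles bearing Ld, ICAM-1 and B7-1 / Schedule: binding step 1.5 h, 37 °C, antibody labelling 20 min, ice / Signal: flow cytometry, PE anti-B7-1 (FL2) versus Alexa647 anti-CD8 (FL8), PFA-fixed / Evaluation: percent CD8+ FL2 mean versus row control / Benchmarks: naked versus QL9-loaded vesicles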
bCat nuc transl = modulators of beta-catenin nuclear translocation. HeLa beta-catenin nuclear translocation, immunofluorescence imaging. nuclear translocation activity, % at 5 µM. 0.3% of 190,000 active. AID 1665;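 active means nuclear translocation activity above 50% at 5 µM, with a well cell count of 50 or more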;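 further: per-cell ratio of nuclear to cytoplasmic median beta-catenin stain intensity; plate controls were DMSO negative control for no effect and GSK-3 inhibitor IX positive control for full effect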
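Assay system: human HeLa cells, native beta-catenin; doses: 5 µM primary, 0.02–20 µM confirmation; incubation: compound treatment 24 h, 37°C, 5% CO2; technique: fluorescence imaging of beta-catenin antibody stain plus DAPI; measure: % activation, nuclear-to-cytoplasmic median beta-catenin signal ratio per cell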
Autophagy HCS = alters autophagy in cells; MEF GFP-LC3 puncta imaging; test concentration mostly 10 µM; AID 463193; 0.98% of 190,000 active; calls only at 10 µM (by protocol);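 active means percentage of spot-positive cells more than 3 SD above its plate mean, without a fluorescence outlier flag or 80% toxicity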;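 further: spot-positive cell cutoff set from DMSO-treated cells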
PhoP inhibition = inhibitors of PhoP regulon expression, primary screen, Salmonella Typhimurium, GFP reporter (AID 1863); 0.16% of 300,000 active; inhibition, % at 50 µM; hits with a dose series show IC50 in µM; S. Typhimurium PhoP-regulated promoter GFP reporter, 4 h; higher % means a stronger effect;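 active means inhibition over 29.93%, a cutoff 3 SD above the screen mean, later confirmed by dose response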;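 further: 0% = low Mg2+ inducing control and 100% = high Mg2+ repressing control; strong numbers were not always called active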
CSM14.1 death rescue = protection against thapsigargin-triggered cell killing – 384-well, CSM14.1, ATP luminescence, primary screen (AID 1222) | 190,000 tested, under 10 active | CSM14.1 thapsigargin-induced death rescue, ATP luminescence; higher % means a stronger effect | cellular ATP content (survival), % at 20 µM; hits with a dose series show EC50 in µM;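 active means EC50 below 50 µM in the dose-response confirmation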;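 further: death triggered by thapsigargin at about 15 µM added after 2 h compound pretreatment; cell ATP read after overnight thapsigargin exposure of roughly 18 to 22 hours; normalized against plate controls of thapsigargin alone and 5% DMSO vehicle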
Dynein transport = dynein cargo transport inhibition | AID 1381 | 0.47% of 220,000 active | 3617.4 mouse cells, GR-EGFP nuclear translocation imaging; test concentration mostly 20 µM; stimulated with dexamethasone, 1 µM; stronger effect = lower value | z-score, hits read low;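 active means plate z-score of nuclear minus cytoplasmic receptor signal below a set negative limit, without overly bright fluorescence or cell loss, cut at about -3.5 in these data, passing the limit was not always enough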;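 further: z-score of nuclear minus cytoplasmic ring GR-EGFP intensity difference per well; some compounds called inactive have numbers as strong as hits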
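medium = tetracycline-free induction medium containing charcoal-stripped FBS | probe or stimulus = dexamethasone, 1.0 µM final | timing = 48 h induction, then 1 h compound, then 30 min agonist, 37 °C | detection = automated 10x imaging of fixed Hoechst-stained cells | read-out basis = nuclear versus cytoplasmic GR-EGFP signal, averaged per well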
Insulin prom up = MIN6 insulin promoter up-regulation. MIN6 insulin promoter-GFP reporter, high-content imaging; stronger effect = higher value. z-score at 5 µM. 0.3% of 190,000 active;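 active means z-score above 3 at 5 µM with at least 500 cells counted in the well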
MT stabilize HCS = microtubule stabilizers in HeLa cells; 0.83% of 200,000 active; HeLa tubulin immunostaining HCS, 24 h; share of cells brighter than vehicle mean+2SD; AID 2205; % tubulin-high responders, % at 10 µM;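 active means plate Z-score above 3 for both tubulin-high and condensed-nucleus cell shares, with cell loss under 80%, at 10 µM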;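 further: anti alpha tubulin signal scored within the nucleus-defined area of each cell; some results filed as inactive read as strong as hits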
Dynein transport cytoplasmic EGFP = further read-out of Dynein transport, marked with its call; z-score; measured here: cytoplasmic GR-EGFP intensity; stronger effect = higher value
Dynein transport nuclear GR-EGFP = recorded beside Dynein transport, whose call it bears; z-score; measured here: nuclear GR-EGFP intensity;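 lower value marks the stronger effect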
Dynein transport cell count = recorded beside Dynein transport, whose call it bears; z-score; measured here: cell count per field
Insulin prom up cell count = further read-out of Insulin prom up, marked with its call; cell count; measured here: cytotoxicity, nuclei count;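 total cells summed across four imaged fields per well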
Hep lipid drop cells 6.5 µM = also measured in Hep lipid drop; calls as there; cell count; measured here: cell count, cytotoxicity flag;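 cells counted across two imaged fields per well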
bCat nuc transl cell count 5 µM = further read-out of bCat nuc transl, marked with its call; cell count; measured here: cell count, cytotoxicity flag
T cell modulator vesicle-bound % = second read-out of T cell modulator, no call of its own (marks repeat the call); double positive events, %; measured here: CD8+ vesicle-bound cell fraction;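 binding gate set so that unloaded-vesicle control wells show 10% double positive cells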
MT stabilize HCS Hoechst-high % = also measured in MT stabilize HCS; calls as there; % Hoechst-high responders; measured here: nuclear condensation Hoechst responders;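 share of cells brighter than vehicle mean plus two SD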
MT stabilize HCS cytotoxicity % = recorded beside MT stabilize HCS, whose call it bears; toxicity, %; measured here: cytotoxicity by cell density;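 0% = mean cell density of plate MIN control wells and 100% = no cells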
Autophagy HCS cell loss 18 h = also measured in Autophagy HCS; calls as there; toxicity, %; measured here: cell loss, nuclei count;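 cell loss after 18 h compound exposure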
An asterisk follows results filed as active; i = inactive; · = not tested or not shown.

smiles | Hep lipid drop | Hep lipid drop cells 6.5 µM | T cell modulator | T cell modulator vesicle-bound % | bCat nuc transl | bCat nuc transl cell count 5 µM | Autophagy HCS | Autophagy HCS cell loss 18 h | PhoP inhibition | CSM14.1 death rescue | Dynein transport | Dynein transport cytoplasmic EGFP | Dynein transport nuclear GR-EGFP | Dynein transport cell count | Insulin prom up | Insulin prom up cell count | MT stabilize HCS | MT stabilize HCS Hoechst-high % | MT stabilize HCS cytotoxicity %
O=C(CN(Cc1ccc2c(c1)OCO2)C(=O)c1cnsn1)NC1CCCC1 | · | · | i | 4 | -1.5 | 1215 | i | -4 | 12% | 0.1% | 0.011 | -0.21 | -0.13 | 0.11 | 0.44 | 868 | 1.6 | 1.5 | 3.9
CCOC(=O)CC1C(=O)NCCN1Cc1ccc(OC)c(OC)c1 (stereo unspecified) | 4 | 705 | i | 34 | -1.7 | 1043 | i | 0 | 4% | 1.9% | 0.55 | -0.3 | -0.32 | -0.42 | 0.04 | 1418 | 1.1 | 1.8 | 5.3
COC(=O)c1nc2n(n1)C(c1cccc(Cl)c1)C1=C(CCCC1=O)N2 (stereo unspecified) | · | · | i | 41 | · | · | i | 0 | 0% | 0.1% | -0.77 | -0.13 | -0.24 | -0.06 | -0.52 | 1017 | 3.2 | 2.3 | 0.4
Cc1ccc(NC(=O)Nc2ccc(F)cc2F)c(OC(F)F)c1 | 3 | 709 | i | 24 | -6.6 | 1147 | i | -17 | -9% | -1.2% | -0.12 | -0.29 | -0.0046 | 0.49 | -0.01 | 1483 | 2.0 | 1.1 | 1.2
CN1CCN(c2ccc(-c3ccnn3C(=O)Nc3ccccc3)cc2)CC1 | -40 | 751 | i | 59 | -0.7 | 1488 | i | 1 | 2% | -1.7% | -0.12 | -0.34 | -0.16 | 1.2 | 1.6 | 1391 | 1.7 | 2.0 | 4.6
O=C1c2ccccc2C(=O)N1CCCOCc1c[nH]c(=O)[nH]c1=O | · | · | i | 63 | -2.7 | 1175 | i | 9 | 1% | 0.8% | 0.12 | -0.16 | 0.87 | 0.17 | 0.1 | 1035 | 2.8 | 3.7 | 7.7
CCC(C)n1cnc2c(c1=O)c1nc3ccccc3nc1n2-c1ccc2c(c1)OCCO2 (stereo unspecified) | · | · | i | 31 | -2.9 | 974 | i | 7 | -6% | 0.5% | 0.013 | -0.17 | -0.052 | -0.44 | · | · | 2.8 | 1.5 | 4.0
COc1ccccc1OCC(=O)Nc1cccc(C(=O)N2CCOCC2)c1 | 3 | 722 | i | 39 | · | · | i | -4 | 3% | -1.8% | 0.21 | -0.21 | -0.092 | -0.8 | 1.1 | 1285 | 3.5 | 2.2 | 5.2
CCOC(=O)Nc1ccc2c(c1)N(C(=O)CCN1CCN(CCO)CC1)c1ccccc1S2 | · | · | i | 30 | · | · | i | 4 | · | · | 0.085 | -0.28 | -0.039 | 0.3 | · | · | 2.6 | 2.8 | 8.5
O=c1[nH]cnc2c1sc(=S)n2-c1ccccc1 | -11 | 628 | i | 32 | 0.7 | 1044 | i | -3 | -22% | · | -1.2 | -0.18 | -0.42 | 0.11 | -0.17 | 1316 | 3.3 | 2.1 | 7.2
Cc1cccc(-n2ccnc2SCC(=O)N2CCCc3ccccc32)c1C | 8 | 602 | i | 38 | 1.3 | 1080 | i | 24 | 7% | -3.2% | -0.28 | -0.27 | -0.095 | 1 | -0.61 | 1425 | 4.1 | 2.9 | 0.0
NC(=O)CCCC1=NS(=O)(=O)c2ccccc2N1 | · | · | i | 18 | -1.2 | 1302 | i | -1 | 1% | -0.2% | 0.035 | -0.24 | 0.056 | -0.66 | 0.13 | 1440 | 4.3 | 2.3 | 8.4
Cc1ccc(NC(=O)[C@@H]2CCCN2S(=O)(=O)c2ccccc2F)cc1 | -4 | 659 | i | 24 | -0.3 | 1248 | · | · | · | · | -0.5 | -0.69 | -0.47 | 0.91 | 0.01 | 1007 | · | · | ·
COc1ccc(Cl)cc1NC(=S)Nc1cccc(C)c1 | 3 | 650 | i | 49 | 0.6 | 1537 | i | -2 | 8% | -2.1% | -0.13 | -0.35 | -0.074 | 0.66 | · | · | 3.3 | 1.2 | 5.1
Cc1nn(Cc2ccc(Cl)cc2Cl)c(C)c1NC(=O)C1C2CCC(O2)C1C(=O)O (stereo unspecified) | -27 | 695 | · | · | -1.4 | 1112 | i | -13 | -6% | 1.9% | 1.9 | -0.11 | 1.6 | -2.2 | · | · | 3.3 | 2.2 | 6.9
Cc1ccc(Cl)cc1N1CCN(S(=O)(=O)N2CCCCC2)CC1 | -19 | 669 | i | 52 | 12 | 764 | i | 17 | -2% | -0.5% | 0.39 | -0.22 | 0.29 | -0.27 | 0.41 | 1519 | 3.8 | 2.4 | 11
COc1ccc2c(c1)C(=O)N(c1ccc(C)cc1)C(=O)C2 | 6 | 800 | i | 37 | -1.2 | 1205 | i | 4 | -1% | -4.7% | -0.092 | -0.053 | -0.083 | 0.33 | -1.2 | 849 | 1.1 | 0.7 | 8.3
COc1ccc(/C=N/Nc2ccc(C(=O)O)cc2)cc1Br | -2 | 634 | i | 60 | · | · | i | 18 | -6% | -0.8% | -0.13 | 0.025 | -0.0029 | 0.66 | -0.06 | 1092 | 2.4 | 3.6 | 2.0
CN(C)S(=O)(=O)c1ccc(Cl)c(NC(=O)c2ccncc2)c1 | 5 | 632 | i | 57 | -0.6 | 975 | i | -15 | -6% | -5.5% | -0.2 | -0.31 | -0.42 | 0.61 | · | · | 4.0 | 3.9 | 7.8
O=C(N/N=C/c1cc2ccccc2[nH]1)c1ccccc1Cl | -4 | 648 | i | 49 | 0.6 | 1342 | · | · | -2% | · | -0.53 | -0.25 | 0.52 | -0.51 | -0.12 | 1055 | · | · | ·
CCOC(=O)C1=C(O)C(=O)NC(c2ccccc2)=C(OCC)C1 | -2 | 746 | i | 8 | · | · | i | 9 | -9% | -4.7% | -0.27 | -0.3 | -0.37 | 0.2 | 0.27 | 1240 | 5.3 | 2.5 | 4.7
CCN(C(=O)c1cn(CC)c(=O)c2cc(OC)c(OC)cc12)c1ccccc1C | 4 | 688 | i | 63 | 3.6 | 1074 | i | 5 | -3% | -0.2% | 2 | 0.25 | 1.6 | -1.1 | 0.02 | 1955 | 1.7 | 4.1 | 8.4
Cc1ccc(OCC(=O)Nc2ccc(C)c(S(=O)(=O)N3CCCCCC3)c2)c([N+](=O)[O-])n1 | 6 | 647 | i | 23 | -2.7 | 1063 | i | 15 | 9% | -1.0% | 0.21 | -0.37 | -0.47 | 0.66 | -1.2 | 1598 | 3.2 | 2.9 | 5.0
COc1ccc(OCCC(=O)NCc2ccccc2)cc1 | 9 | 596 | i | 21 | 0.3 | 1071 | i | -1 | -6% | -1.6% | 0.86 | -0.2 | 0.28 | 0.57 | · | · | 2.2 | 2.5 | 0.7
O=C(c1ccc(CSc2ccccc2)cc1)N1CCCCCC1 | 1 | 571 | i | 53 | -0.2 | 534 | i | -5 | -1% | -4.3% | 0.44 | 0.09 | -0.17 | -0.27 | 0.45 | 1287 | 3.4 | 2.6 | 4.5
COC(=O)NC1(C(=O)O)CCCC1 | 5 | 687 | i | 8 | -0.4 | 1256 | · | · | -9% | · | -0.12 | -0.27 | -0.086 | 0.42 | 0.2 | 1486 | · | · | ·
CCc1cc2c(=O)[nH]c(Cc3ccc(Cl)cc3)nc2s1 | -17 | 724 | i | 52 | -3.7 | 1234 | i | -23 | 7% | -1.9% | 1.7 | 0.2 | 1.6 | -1.1 | -0.9 | 948 | 1.8 | 1.0 | 3.8
COc1ccccc1OCCCc1c(C)n[nH]c1C | · | · | i | 9 | 0.4 | 1160 | i | 7 | -7% | 0.0% | -0.051 | -0.2 | -0.062 | 0.16 | -0.01 | 920 | 1.9 | 1.3 | 6.4
CCCc1cc(C(F)(F)F)c(C#N)c(=O)[nH]1 | 8 | 764 | i | 66 | -2.2 | 1178 | i | 12 | -12% | -1.7% | 0.32 | 0.06 | 0.56 | -0.033 | 0.3 | 858 | 1.0 | 1.2 | 6.5
Cc1cccc(NC(=O)C2CCCN2S(=O)(=O)c2cccc3cccnc23)c1 (stereo unspecified) | · | · | · | · | · | · | i | 2 | 1% | -0.4% | -0.84 | -0.29 | -0.48 | 0.78 | 1.6 | 908 | 3.2 | 4.1 | 6.9
CC(=O)N1CCN(Cc2nc3cc(Cl)ccc3c(=O)[nH]2)CC1 | 0 | 673 | i | 34 | -2.2 | 995 | i | -1 | -3% | 0.0% | -0.77 | -0.29 | -0.33 | 0.82 | 2.1 | 1363 | 3.7 | 1.0 | 19
O=C(Nc1ccc(S(=O)(=O)NC2=NCCCCC2)cc1)c1ccco1 | 1 | 610 | i | 16 | -2.2 | 1048 | i | 18 | 8% | -0.6% | 0.66 | -0.17 | -0.062 | 0.4 | -0.16 | 1577 | 3.1 | 2.6 | 6.5
